tim23-1 inh = growth inhibitors of tim23-1 mutant yeast; S. cerevisiae tim23-1 growth, BacTiter-Glo luminescence, 24 h; inhibition, % at 20 µM; hit rate 1.3% among 330,000; AID 463212;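 active means growth inhibition of the mutant yeast at or above 50%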;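 further: temperature-sensitive mutant grown at 25 °C; plate controls were DMSO-treated mutant yeast for no effect and medium wells lacking yeast for full effect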
tim10-1 inh = inhibits growth of tim10-1 mutant yeast; hit rate 2.2% among 330,000; S. cerevisiae tim10-1 ts strain growth, BacTiter-Glo, 24 h; inhibition, % at 20 µM;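 active means inhibition of at least 40%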;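 further: mutant grown at 25 °C; 0% = DMSO wells with yeast and 100% = wells holding no yeast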
MPTP block = blocks calcium-induced mitochondrial swelling; isolated mouse mitochondria, Ca2+ swelling absorbance, 30 min; hit rate 1.4% among 360,000; inhibition, % at 10 µM;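 active means inhibition of 50% or more, scaled per plate between neutral and stimulator controls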;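 further: 0% = DMSO wells given calcium and 100% = 1 mM EGTA wells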
APJ antagonist = APJ receptor antagonism; CHO-K1 APJ beta-arrestin complementation, luminescence; inhibition, % at 20 µM; hit rate 0.32% among 330,000; AID 2521;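 active means inhibition above about 40% at 20 µM, limit read from the data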;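 further: cells challenged with 10 nM apelin-13 agonist together with compound; plate controls were apelin-13 plus DMSO wells for no effect and DMSO wells lacking apelin-13 for full effect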
Target sequence (P35414 whole entry, looked up): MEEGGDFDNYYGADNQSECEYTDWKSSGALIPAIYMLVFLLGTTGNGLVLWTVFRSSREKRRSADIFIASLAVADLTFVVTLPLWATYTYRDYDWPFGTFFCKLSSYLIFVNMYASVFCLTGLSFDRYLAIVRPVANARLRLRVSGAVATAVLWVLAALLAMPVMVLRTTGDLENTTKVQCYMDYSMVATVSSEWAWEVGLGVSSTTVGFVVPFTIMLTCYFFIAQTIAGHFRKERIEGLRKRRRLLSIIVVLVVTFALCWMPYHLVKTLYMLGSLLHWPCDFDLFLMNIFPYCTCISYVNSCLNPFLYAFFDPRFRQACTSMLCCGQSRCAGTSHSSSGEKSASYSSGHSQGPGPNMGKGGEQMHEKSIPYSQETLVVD
TIM10 inh = inhibits growth of TIM10 yeast strain; inhibition, % at 10 µM; hit rate 1.4% among 330,000; AID 463195; S. cerevisiae TIM10 strain growth, BacTiter-Glo luminescence, 24 h;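 active means inhibition of 40% or more at the single tested concentration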;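 further: wild-type TIM10 isogenic control strain grown at permissive 25 °C; 0% = DMSO yeast wells and 100% = minimal medium wells without yeast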
NR3A LBD binder = modulates the human NR3A ligand-binding domain; NR3A LBD differential scanning fluorimetry, Tm shift; 0% = protein alone, 100% = glycine-bound protein; Tm shift relative to glycine control, % at 25 µM; hit rate 2.5% among 340,000; AID 1259313;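 active means melting temperature shift of at least 10% of the positive control shift, at one fixed dose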
APJ ag = APJ receptor agonism; CHO-K1 APJ PathHunter beta-arrestin, luminescence; 0% DMSO wells, 100% apelin; activation, % at 20 µM; hit rate 0.11% among 330,000;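 active means activation more than six SD over the plate average, tested at 20 µM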;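 further: 0% = DMSO alone and 100% = apelin-13 at 10 nM; some results filed as inactive read as strong as hits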
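assay system = CHO-K1 APJ beta-arrestin complementation cell line | input = cell density 1000 per well | dosing = compound 20 µM once, DMSO 1% | timing = compound 90 min 25 °C, reagent 1 h | measured by = luminescence from split beta-galactosidase complementation, Galacton Star/Emerald II substrate | read-out basis = APJ agonist activity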
NALP3 yeast inh = blocks the NALP3 inflammasome reconstituted in yeast. Yeast reconstituted NLRP3/ASC/caspase-1, beta-gal luminescence, 24 h. inhibition, % at 10 µM. hit rate 0.39% among 330,000. AID 2825;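 active means inhibition of 50% or more; inactive means inhibition below 50%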;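 further: plate controls were induced DMSO wells for no effect and uninduced yeast grown without galactose for full effect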
MIN6 prolif = inducers of beta-cell replication in MIN6 cells. MIN6 cells proliferation, ATPlite luminescence, 48 h; cells starved in 0.2% serum; 100% = growth in 10% serum. proliferation, % at 10 µM. hit rate 0.29% among 330,000;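 active means compounds whose signal lies at least 3.5 SD above the mean of all wells on their plate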;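 further: 0% = DMSO-treated cells in low-serum medium and 100% = 10% serum control; some compounds called inactive have numbers as strong as hits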
Numbers without * were called inactive; / = not tested or not shown.

SMILES	tim23-1 inh	tim10-1 inh	MPTP block	APJ antagonist	TIM10 inh	NR3A LBD binder	APJ ag	NALP3 yeast inh	MIN6 prolif
CCOc1cc(/C=N/NC(=O)CN2CCOCC2)ccc1OCc1ccc(Cl)cc1	16.0	41.8*	0.2	7.5	18.4	1.7	0.4	24.6	-2.4
CC1CCN(S(=O)(=O)c2cccc(C(=O)Nc3nncs3)c2)CC1	-2.7	-3.2	-0.5	-3.9	-5.5	17.4*	-3.4	11.3	-2.4
Cc1ccc(CCN2CC(C(=O)NCc3ccc4c(c3)OCO4)CC2=O)cc1 (stereo not given)	6.4	18.5	1.7	-5.1	-2.2	-0.4	0.6	8.8	-0.5
COc1ccc(-c2nnc(SCC(=O)Nc3nncs3)o2)cc1	1.3	2.3	-1.3	-1.2	8.0	0.0	0.1	-17.5	-3.3
CCOC(=O)N1CCN(S(=O)(=O)Cc2ccccc2)CC1	-5.6	6.0	-0.6	9.2	5.3	1.5	-1.7	16.7	-1.7
COc1ccc(S(=O)(=O)N2CCOC2CNC(=O)C(=O)NCCc2c[nH]c3ccccc23)cc1 (stereo not given)	12.5	7.7	11.1	17.6	-2.1	5.0	7.4	3.6	2.6
O=Cc1c(F)cccc1N1CCCC1	0.1	-0.2	-2.8	6.8	6.5	-1.2	-4.3	8.4	-2.7
COC(=O)C(Cc1ccc(OC(=O)c2ccc(Cl)cc2)cc1)N1Cc2ccccc2C1=O (stereo not given)	26.1	38.8	-1.2	-24.2	31.5	3.6	5.7	28.2	-4.2
O=C(NC1(C(F)(F)F)NC(=O)N(Cc2ccccc2)C1=O)c1cccnc1 (stereo not given)	7.8	3.4	16.0	0.1	4.5	1.0	-4.7	5.6	-2.3
CC(=O)C(Cc1ccccc1)NC(=O)COc1ccc2c(c1)OCO2 (stereo not given)	-2.0	-11.2	-1.1	0.5	-15.0	0.5	-2.5	16.0	-1.0
C=C1CN(Cc2ccccc2)S(=O)(=O)c2ccccc21	4.0	-16.8	-1.8	4.7	-11.7	-0.2	-4.5	24.1	-4.2
O=c1oc2ccccc2nc1/C=C(O)/C=C\c1ccccc1	39.0	57.5*	-0.9	0.5	45.3*	-0.1	-3.2	14.5	-3.7
Cc1nn(-c2ccccc2)c(N)c1Sc1ccc([N+](=O)[O-])cc1	37.5	11.2	1.3	1.9	6.7	5.2	-2.5	18.2	-1.6
COc1ccc2c(c1OC)C(=O)OC2CC(=O)c1ccc(O)c(O)c1 (stereo not given)	-7.4	0.2	-0.9	18.3	-5.4	1.4	-2.6	11.3	-1.6
CCn1c(SCC(=O)Nc2ccccc2)nc2nc3c(cc2c1=O)COC(C)(C)C3	18.6	10.5	/	13.8	7.6	2.5	-1.0	1.6	-2.6
COc1ccc(-c2nc(C#N)c(N3CC(C)OC(C)C3)o2)cc1OC (stereo not given)	2.9	4.1	-5.1	3.1	12.9	-0.9	-1.8	6.4	-0.7
Cc1ccc(-c2nc(=S)c3c(n2CC2CCCO2)CC(C)(C)OC3)cc1 (stereo not given)	-2.0	12.5	-0.3	-4.8	-2.7	1.3	-3.7	14.4	3.3
O=C(O)C1CCN(C(=O)c2ccc(Cl)cc2)CC1	3.4	-8.7	-2.6	-4.1	3.7	2.2	0.6	20.8	-1.0
COc1ccc(CNC(=O)CSc2ncn[nH]2)cc1OC	19.2	12.3	0.0	-29.4	-4.9	-1.5	1.7	24.3	1.0
COc1ccc(N2C(=O)CC(Nc3ccc(F)cc3)C2=O)c([N+](=O)[O-])c1 (stereo not given)	17.0	4.3	-0.1	-9.5	2.5	-4.5	-1.4	9.8	-3.0
COc1cc(C2C3C(=O)N(c4ccc(F)cc4)C(=O)C3ON2c2ccccc2)ccc1O (stereo not given)	7.1	17.3	-8.6	9.8	-0.3	1.0	-2.4	6.7	-1.1
COc1cc([N+](=O)[O-])ccc1N1C(=O)C2C3C=CC(C4CC34)C2C1=O (stereo not given)	-4.7	1.9	-0.1	-18.9	0.6	2.6	-2.5	13.6	-1.5
CCc1ccccc1NC(=O)c1cc(=O)c2ccccc2o1	11.6	13.0	-0.3	17.7	13.2	-1.2	-2.8	21.2	-2.0
COc1cccc(NC(=O)CCC(=O)Nc2cccc(OC)c2)c1	8.1	-1.1	-0.4	4.3	7.0	-1.1	2.7	-1.0	2.3
Cc1cccc(NC(=O)c2cnc3n(c2=O)CCS3)c1	17.9	-7.7	0.0	2.9	11.3	0.1	-5.2	31.6	0.5

Quoted at random: 2 entries already listed.
SMILES	tim23-1 inh	tim10-1 inh	MPTP block	APJ antagonist	TIM10 inh	NR3A LBD binder	APJ ag	NALP3 yeast inh	MIN6 prolif
CC(=O)C(Cc1ccccc1)NC(=O)COc1ccc2c(c1)OCO2 (stereo not given)	-2.0	-11.2	-1.1	0.5	-15.0	0.5	-2.5	16.0	-1.0
Cc1ccc(-c2nc(=S)c3c(n2CC2CCCO2)CC(C)(C)OC3)cc1 (stereo not given)	-2.0	12.5	-0.3	-4.8	-2.7	1.3	-3.7	14.4	3.3

An excerpt from above in order of the APJ antagonist value, low to high.
structure	APJ antagonist
COC(=O)C(Cc1ccc(OC(=O)c2ccc(Cl)cc2)cc1)N1Cc2ccccc2C1=O (stereo not given)	-24.2
CC1CCN(S(=O)(=O)c2cccc(C(=O)Nc3nncs3)c2)CC1	-3.9
COc1ccc(-c2nnc(SCC(=O)Nc3nncs3)o2)cc1	-1.2
O=C(NC1(C(F)(F)F)NC(=O)N(Cc2ccccc2)C1=O)c1cccnc1 (stereo not given)	0.1
COc1cccc(NC(=O)CCC(=O)Nc2cccc(OC)c2)c1	4.3
C=C1CN(Cc2ccccc2)S(=O)(=O)c2ccccc21	4.7
O=Cc1c(F)cccc1N1CCCC1	6.8

Next part:
SMILES	tim23-1 inh	tim10-1 inh	MPTP block	APJ antagonist	TIM10 inh	NR3A LBD binder	APJ ag	NALP3 yeast inh	MIN6 prolif
COc1ccc(-c2cc(C3CC3)nc(N)c2C#N)cc1	24.4	26.9	1.8	1.8	22.0	1.9	-1.1	-6.9	-4.0
Cn1c(=O)c2c(nc(NCCCO)n2C/C=C/c2ccccc2)n(C)c1=O	2.9	-17.1	0.5	16.7	-0.7	-1.1	2.5	10.3	0.2
CC(NC(=O)COC(=O)c1cccnc1Cl)C12CC3CC(CC(C3)C1)C2 (stereo not given)	36.4	13.9	-0.6	-8.1	11.0	-2.6	-2.0	9.6	-3.4
CC1CC1C(=O)N1CCN(S(=O)(=O)c2cc(C(F)(F)F)cc(C(F)(F)F)c2)CC1 (stereo not given)	13.1	18.2	101.3*	-62.4	14.0	1.7	2.7	13.7	-7.0
Cc1ccc2c(CN3CCCCC3C)cc(=O)oc2c1 (stereo not given)	0.3	12.4	1.7	24.8	-7.2	0.1	-4.5	-16.0	-0.5
CCOC(=O)/C=C1\SCC(=O)N1CC(=O)Nc1cc(S(=O)(=O)N(C)C)ccc1C	15.4	11.2	-1.1	12.3	0.3	3.3	-6.2	0.3	0.3
CCc1ccc(CN(C)C(=O)CCc2nnc(CCc3ccccc3OC)o2)nc1	18.4	21.3	1.4	0.6	0.3	8.6	-1.5	-1.6	-1.4
CCN(CC)C(=O)C(=O)c1cccn1-c1c(Cl)cccc1C#N	9.2	21.5	0.9	3.8	14.1	1.7	-1.0	-1.1	3.5
c1cc2c(cc1NC1CCCCCC1)OCO2	12.4	-3.6	1.0	10.2	-12.4	0.1	-2.6	11.1	2.7
O=C1NC2(CCCCC2)N(C(=O)c2ccccc2)C2=C1CCCC2	30.5	8.1	0.1	9.8	10.7	-0.6	-3.0	-8.0	0.2
CN(C)S(=O)(=O)c1ccc(C(=O)NCc2nc3ccccc3s2)cc1	15.3	12.1	-1.2	3.9	7.9	1.1	-1.3	0.6	4.9
COC(=O)c1cc(C(=O)N2CCN(C(=O)c3ccco3)CC2)cc([N+](=O)[O-])c1	10.8	4.9	-0.1	-27.7	9.0	-0.3	-3.2	4.7	0.0
COC(=O)COc1ccc(S(=O)(=O)NCC2CCCO2)cc1Cl (stereo not given)	24.0	0.2	0.2	27.7	-2.4	-1.4	-3.2	6.1	-2.7
CC(C)Sc1nc2ccccc2[nH]1	13.4	-23.1	-1.0	1.8	9.2	-0.4	-3.2	24.9	-1.9
COC(=O)c1sccc1-n1cccc1C(=O)C(=O)N1CCCC1	13.2	9.5	-3.2	-3.1	-6.4	3.1	3.2	13.8	-3.0
Cc1cc(-c2nnc3n2N=C(c2ccccc2)CS3)n[nH]1	13.9	-5.7	0.5	-3.0	-11.9	-1.1	-0.6	18.3	1.2
O=C(c1ccc(Cl)cc1Cl)c1ncc(C(F)(F)F)cc1Cl	-7.5	14.3	2.8	14.2	5.6	2.8	-3.3	-21.0	0.8
CC(C(=O)Nc1ccc2[nH]c(=O)[nH]c2c1)N1CCN(Cc2ccc3c(c2)OCO3)CC1 (stereo not given)	-1.7	-5.8	-2.3	-1.6	-3.5	1.1	-0.3	3.2	-3.2
COc1ccc(S(=O)(=O)N2CCC(C(=O)NCCC(=O)NC3CC3)CC2)cc1	-2.1	-3.5	-0.5	2.5	-1.8	0.0	-5.0	17.4	-2.2
CCOc1ccccc1OCCCC(=O)NC1CCCc2ccccc21 (stereo not given)	20.9	15.4	2.5	-1.5	-8.0	-8.1	-0.4	7.4	0.0
COc1ccc(C(=O)C(CO)Oc2ccccc2OC)cc1OC (stereo not given)	-3.3	-3.1	-1.6	-0.8	0.5	-13.1	1.3	8.7	0.3
O=C(/C=C/Nc1cccc(F)c1)c1ccco1	-3.2	-2.9	1.1	-5.2	-2.7	27.8*	0.4	19.5	-2.0
COc1ccc(-n2cc(CNCCCN3CCCC3=O)c(-c3ccccc3Cl)n2)cc1	10.9	17.3	0.6	14.4	2.2	1.9	-3.0	6.6	-0.4
COc1cc2nc(N(CCN(C)C)C(=O)c3ccc4ccccc4c3)sc2cc1OC	21.5	5.3	0.6	12.2	10.4	-2.6	2.0	8.1	-1.3
CCOc1cc(C(=O)Nc2ccc(S(=O)(=O)Nc3cnc4ccccc4n3)cc2)cc(OCC)c1OCC	4.0	8.5	1.7	9.4	18.0	-5.0	-3.8	-2.3	-2.3
The listing continues:
SMILES	tim23-1 inh	tim10-1 inh	MPTP block	APJ antagonist	TIM10 inh	NR3A LBD binder	APJ ag	NALP3 yeast inh	MIN6 prolif
O=C1c2ccccc2C(=O)N1CCC#Cc1ccc2cc(CCCO)oc(=O)c2c1	-8.9	3.3	4.2	-2.2	-3.7	1.3	-0.3	-1.1	-2.0
O=C(NCc1cccnc1)c1cccc(Cl)c1	5.9	-1.0	-2.5	7.1	-3.3	-6.7	-5.0	-4.8	-0.1
COc1cc(C)c(CN2CCC(n3nccc3NC(=O)C3CCOC3)CC2)cc1C (stereo not given)	0.3	-13.9	0.1	-45.9	2.9	0.8	-0.6	8.9	-1.4
CC(C)C(C(=O)NCc1ccco1)N(C(=O)CNS(=O)(=O)c1ccc(Cl)cc1)C1CCCC1 (stereo not given)	8.0	5.3	-1.6	14.4	-7.6	-2.9	0.4	15.2	5.1
CN(C)CC(=O)N1c2ccccc2Sc2ccc(Cl)cc21	-6.9	0.3	-0.6	-1.0	-0.3	-1.0	-4.0	-4.0	0.3
COc1ccccc1N1CCN(S(=O)(=O)CCNC(=O)Cc2ccc(F)cc2)CC1	1.3	18.7	-0.7	7.0	6.7	1.9	4.9	13.2	2.2

Screening data from PubChem.
